Screens deposited in PubChem by National Center for Advancing Translational Sciences (NCATS).
Epigenetic reg = derepresses silenced GFP reporter in murine cells; murine LDR cells, GFP reporter derepression, 30 h; 280,000 compounds, 0.2% hits; Potency, µM (highest dose often 53.9 µM), inactives show at the highest dose GFP activation, usual class: activators; note: % of control where 0% means no effect; nearly all actives have a fitted effect of over 60% in size
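Reporter derepression read as number of fluorescent GFP-positive objects, 20-120 um in size, counted by laser-scanning cytometer. Mouse LDR line with an epigenetically silenced CMV-GFP locus; compound incubation 30 h, 37 C.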
IMPase Li cell = cell-permeable IMPase inhibitors with lithium potentiation; 210,000 compounds, 0.35% hits; CHO-M1 cells, IP1 TR-FRET (IP-One), carbachol + lithium; Potency, µM (series often up to 59.4 µM), for the others: at the highest dose activity, negative = IMPase inhibition, most hits filed as inhibitors;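 note: IP1 builds up when IMPase is blocked and the TR-FRET signal falls; plate controls were basal vehicle for no effect and high inhibitor control for full effect; nearly all actives have a fitted effect of over 50% in size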
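CHO-M1, 2000 cells/well, 16–30 h culture; cpd + low Li+, 30 min 37C; lysis with d2-IP1/Eu-anti-IP1 Ab, 10 min RT; TR-FRET 665/620 ratio and 620 channel; AC50 via Hill.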
SMN2 splice enh = SMN2 splice variant enhancement | 210,000 compounds, 2.8% hits | HEK293 SMN2-luciferase splicing reporter, luminescence, 30-36 h | Potency, µM (series often up to 46.1 µM), for the others: top-dose activity change, positive = activation, usual class: activators; note: % of control where 0% means no effect; nearly all actives have a fitted effect of over 55% in size
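HEK293 cells carry an SMN2 minigene-luciferase reporter in which exon 7 inclusion puts luciferase in frame. Cells were seeded at 2000 cells/well, attached for 10-12 hours, then exposed to compounds for 30-36 hours at 37C before ONE-Glo luminescence.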
RECQ1 helicase = blocks DNA unwinding by human RECQ1; P46063; RECQ1 DNA unwinding, red fluorescence kinetic read; Potency, µM (titrated, usually from 57.3 µM), for inactives: top-dose activity, negative = inhibition, hits mostly inhibitors; 240,000 compounds, 0.54% hits;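 note: plate controls were vehicle for no effect and no enzyme for full effect; nearly all actives have a fitted effect of over 30% in size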
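50 nM RECQ1T1 preincubated 15 min with compound in Tris pH 8.0 buffer with MgCl2, DTT, Tween-20 and 2.5 ug/ml poly(dI-dC); started with 200 nM TAMRA/BHQ-2 forked duplex and 2 mM ATP. Unwinding read as fluorescence (525/598 nm), two reads 2 h apart.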
KinaseGlo FLuc = counter-screen: inhibitors of Kinase-Glo firefly luciferase | Q27757 | Kinase-Glo luciferase, ATP luminescence, 8 min | Potency, µM (top dose mostly 38.3 µM), inactives show at the highest dose activity change, negative = inhibition, hits mostly inhibitors | 200,000 compounds, 0.28% hits; note: % is set by controls: 0 for no effect and ±100 for the full control effect; nearly all actives have a fitted effect of over 60% in size
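Compound is pinned into ATP-containing buffer (10 uM ATP, imidazole pH 7.2, 7 mM MgCl2). Kinase-Glo luciferase reagent is then added. Light output is recorded following an 8-min room-temperature incubation.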
NPSR antag = antagonists of human neuropeptide S receptor cAMP signaling; CHO-NPSR cells, cAMP TR-FRET, antagonist mode; Potency, µM (highest dose often 38.3 µM), inactives show at the highest dose activity change, negative = inhibition, usual class: inhibitors; 220,000 compounds, 1% hits; AID 1461; note: % is set by controls: 0 for no effect and ±100 for the full control effect; nearly all actives have a fitted effect of over 50% in size; many of its hits are not listed in these tables
Target sequence (Q6W5P4 whole entry, looked up): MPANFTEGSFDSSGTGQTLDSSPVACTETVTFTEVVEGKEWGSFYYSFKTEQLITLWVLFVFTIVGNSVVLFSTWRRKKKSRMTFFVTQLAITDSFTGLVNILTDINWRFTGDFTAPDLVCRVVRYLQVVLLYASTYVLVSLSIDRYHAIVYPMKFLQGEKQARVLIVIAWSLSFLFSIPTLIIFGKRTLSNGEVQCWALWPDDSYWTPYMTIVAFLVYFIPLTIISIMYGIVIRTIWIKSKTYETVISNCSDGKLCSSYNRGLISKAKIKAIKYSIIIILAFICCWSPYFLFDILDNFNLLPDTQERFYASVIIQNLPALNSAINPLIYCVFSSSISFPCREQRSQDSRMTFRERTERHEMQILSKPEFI
JMJD2E inh = JMJD2E (human) inhibition; B2RXH2; JMJD2E catalytic domain, FDH-coupled NADH fluorescence (FDH is formaldehyde dehydrogenase); Potency, µM (highest dose often 57.1 µM), inactives show at the highest dose activity change, negative = inhibition, actives largely listed as inhibitors; 230,000 compounds, 1.6% hits; active = well fitted inhibition curve with a large enough effect, not every such curve was filed as active; inconclusive = small, poorly fitted or top-dose-only effect, or another doubt; inactive = no such curve, though single readings can be large or run the other way;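 note: 0% = wells with enzyme and -100% = buffer wells without enzyme; nearly all actives have a fitted effect of over 50% in size; many of its hits are not listed in these tables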
Target sequence (B2RXH2 1-337 limits assumed): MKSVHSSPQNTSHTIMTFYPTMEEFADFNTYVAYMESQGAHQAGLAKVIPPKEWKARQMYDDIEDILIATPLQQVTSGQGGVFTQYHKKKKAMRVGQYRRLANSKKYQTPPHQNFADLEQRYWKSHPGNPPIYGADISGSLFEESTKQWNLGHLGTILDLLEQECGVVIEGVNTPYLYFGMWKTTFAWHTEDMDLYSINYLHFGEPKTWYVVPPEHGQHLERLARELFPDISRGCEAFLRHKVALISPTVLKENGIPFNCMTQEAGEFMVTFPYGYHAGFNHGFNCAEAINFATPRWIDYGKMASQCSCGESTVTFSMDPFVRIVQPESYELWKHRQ
GoLoco inh red = inhibitors of human Gai1-RGS12 GoLoco interaction (red fluorophore); Potency, µM (top dose mostly 61.6 µM), without a hit: at the highest dose activity, negative = inhibition, actives largely listed as inhibitors; AID 880; 230,000 compounds, 0.44% hits; Gai1:RGS12 GoLoco peptide FP, rhodamine, 10 min; active = well fitted inhibition curve with a large enough effect, not every such curve was filed as active; inactive = no such curve, though single readings can be large or run the other way; note: % is set by controls: 0 for no effect and ±100 for the full control effect; nearly all actives have a fitted effect of over 30% in size; many of its hits are not listed in these tables
Target sequence (P63096 whole entry, looked up): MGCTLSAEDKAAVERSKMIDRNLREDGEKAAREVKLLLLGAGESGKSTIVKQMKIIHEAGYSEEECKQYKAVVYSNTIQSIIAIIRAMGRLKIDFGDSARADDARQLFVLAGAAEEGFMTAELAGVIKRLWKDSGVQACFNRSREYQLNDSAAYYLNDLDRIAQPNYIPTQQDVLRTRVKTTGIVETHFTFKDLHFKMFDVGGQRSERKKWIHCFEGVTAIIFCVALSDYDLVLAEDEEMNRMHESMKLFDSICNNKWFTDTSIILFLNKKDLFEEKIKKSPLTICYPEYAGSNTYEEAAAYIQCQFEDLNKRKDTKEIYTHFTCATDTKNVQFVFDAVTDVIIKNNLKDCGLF
* marks the source's active call; other numbers are inactive results; i = inactive; ? = inconclusive; . = no result given; [ ] = dose if it differs, or a comment. Unless noted, calls come from the whole dose curve; as a rule, active = well fitted curve in the direction sought with a large enough effect; inconclusive = small, poorly fitted or top-dose-only effect, or another doubt; inactive = no such curve, though single readings can be large; an effect the other way counts as inactive or inconclusive. Potency is the fitted concentration of half-maximal effect. An excerpt; the hit share may differ from the screen's.

SMILES	Epigenetic reg	IMPase Li cell	SMN2 splice enh	RECQ1 helicase	KinaseGlo FLuc	NPSR antag	JMJD2E inh	GoLoco inh red
COc1ccc(CCNC(=S)NC(=O)c2cccc(Cl)c2)cc1OC	-1.0%	.	.	i	.	38%	2%	-1%
Cc1cccc(NC(=O)CSC(N)=O)c1C	0.0%	-2%[38.3 µM]	-28%	-4%	0%	0%[46.1 µM]	5%	-5%
CC(c1ccccc1)N1C(=O)/C(=C/c2ccncc2)SC1=S (stereo not given)	4.9%	.	.	-12%	.	-45%	5%	-4%
CCCc1c(O)nc(SCc2ccccc2)[nH]c1=O	0.0%	2%	-4%	0%	0%	-22%[46.1 µM]	4%	10%
COC(=O)C(C(C)=O)C1c2ccccc2C=C(C)N1C(=O)OC (stereo not given)	.	6%	-3%[9.22 µM]	3%[11.5 µM]	-7%[7.66 µM]	.	-11%[11.4 µM]	2%[14.2 µM]
O=c1c2c(-c3ccccc3)csc2ncn1/N=C/c1c2ccccc2cc2ccccc12	?	22%[38.3 µM]	-15%	i	18%	-6%[46.1 µM]	4%	-3%
S=C(NCCN1CCOCC1)Nc1ccc(Nc2ccccc2)cc1	-5.4%	2%	.	-8%	3%	10%	1%	-9%
Cc1nc(SCC(N)=O)c(C#N)c(C)c1C	-1.0%	.	.	-4%	.	1%	5%	7%
CC(=O)c1cc(C#N)c(N2CC(C)OC(C)C2)nc1C (stereo not given)	0.9%	15%	6%	5%	-2%	12%	-15%	3%
CCC(=O)N1CC2(C)CN(C(=O)CC)CC(C)(C1)C2	0.8%	10%[38.3 µM]	-3%	-5%	-1%	2%[46.1 µM]	-3%	8%
COC(=O)c1ccc(S(=O)(=O)NCc2ccccc2)n1C	4.0%	.	.	-7%	.	-10%	1%	7%
Cc1cc(C)c(C(=O)c2ccc(C(=O)N(C(C)C)C(C)C)cc2)c(C)c1	-4.6%	63%[activator][38.3 µM]	-28%	1%	-1%	?	-8%	-21%
Cc1ccc(C)n1NC(=O)c1ccccc1	0.0%	-1%[38.3 µM]	5%	-8%	-6%	-5%[46.1 µM]	-4%	8%
Cn1c(=O)[nH]c(=O)c2c1nc(N1CCCCC1)n2CC(O)CN1CCCCC1 (stereo not given)	2.9%	2%[38.3 µM]	0%	-5%	-1%	-23%[46.1 µM]	0%	6%
COc1cccc(-c2cc(C(=O)NN3CCOCC3)c3ccccc3n2)c1	0.0%	-2%	9%	0%	1%	13%	1%	-5%
O=C(COC(=O)Cc1ccc(Br)cc1)NCC1CCCCC1	1.1%	2%	0%	i	0%	-11%	-5%	1%
CC(=O)c1cc(F)c(N2CCN(C(=O)COc3ccc(F)cc3)CC2)cc1C	0.1%	15%	-54%[inhibitor]	-5%	2%	-10%[46.1 µM]	-6%	3%
Cc1ccc(NC(=O)CCc2nnc(SCC(=O)Nc3ccccc3C)n2C)cc1Cl	2.4%	10%[38.3 µM]	-30%	2%	-4%	-27%[46.1 µM]	5%	-1%
O=C(O)CNS(=O)(=O)c1c(Cl)cccc1Cl	0.5%	.	.	-2%	.	-13%	7%	-12%
O=C(COc1cccc2cccnc12)Nc1nccs1	-2.6%	-2%[38.3 µM]	?	-7%	-29%	6%[46.1 µM]	-29%	9%
CC(=O)N1CCN=C1SCc1ccc(C)cc1	-0.8%	27%[38.3 µM]	13%	i	0%	-3%[46.1 µM]	5%	1%
CCOC(=O)c1c(-c2ccccc2)csc1NC(=O)C(C)NCc1ccco1 (stereo not given)	-0.9%	.	.	-17%	.	-26%[46.1 µM]	?	.
CCOC(=O)C1CCN(CCC(=O)Nc2ccc(F)cc2)CC1	2.1%	15%	8%	-7%	0%	11%	3%	10%
O=C1C2C3C=CC(C4CC34)C2C(=O)N1/N=C/c1ccc([N+](=O)[O-])o1 (stereo not given)	2.7%	-1%	29%	-7%	1%	-15%	-7%	16%
N=C1C(c2ccccc2)=C(O)CN1c1cccc(S(=O)(=O)N2CCCCC2)c1	0.1%	.	.	-1%	.	-8%	4%	6%
SMILES	Epigenetic reg	IMPase Li cell	SMN2 splice enh	RECQ1 helicase	KinaseGlo FLuc	NPSR antag	JMJD2E inh	GoLoco inh red
Cn1c(/C=N/NC(=O)c2ccccc2Br)nc2ccccc21	-2.7%	11%[38.3 µM]	-12%	-2%	-1%	-10%[46.1 µM]	?	-3%
O=c1c2ccccc2nc(/C=C/c2ccc3c(c2)OCO3)n1CCCO	4.4%	9%	-16%	3%	-4%	-6%	-23%	11%
CCN1C(=O)C2C(c3cccc(F)c3)NC(C)(C(=O)OC)C2C1=O (stereo not given)	0.0%	-5%[38.3 µM]	-23%	-2%	-2%	8%[46.1 µM]	1%	-2%
Cc1cc(=O)n2c(sc3ccccc32)c1C#N	2.6%	4%	3%	i	-1%	-49%	-4%	3%
COc1cccc(/C=N\NC(=O)C2=NNC(=O)C2C)c1O (stereo not given)	2.3%	17%	-10%	0%	13µM*	0%	7.1µM*	6%
COC(=O)C1=C(C)NC(=O)C1(NC(=O)c1ccncc1)C(F)(F)F (stereo not given)	-0.3%	4%	-35%[inhibitor]	-5%	-1%	20%	3%	0%
Nc1ccc(N2CCOCC2)cc1C(F)(F)F	4.5%	-1%	-5%	-2%	1%	9%	-29%	22%
CCOc1cc(CNn2c(C)nnc2SCC(=O)NC(C)(C)C)ccc1OCC(=O)NC(C)(C)C	3.9%	-1%	-17%	i	1%	14%	11%	5%
CN1CCN(c2ccc(S(=O)(=O)N3CCCCC3)cc2NC(=O)c2ccc3ccccc3c2)CC1	1.0%	5%	-1%	-6%	2%	-33%	-1%	-19%
Cc1ccc(C2CC(c3cccc(C)c3)n3nc(N)nc3N2)cc1 (stereo not given)	-1.0%	9%	-5%	-2%	4%	2%	?	-7%
CC1=CC(=O)C(C(C)C)=C/C1=N/OS(=O)(=O)c1ccccc1	3.0%	.	.	-10%	.	4µM*	1%	6%
O=C(CCc1c[nH]c2ccccc12)NCC1CCCO1 (stereo not given)	-0.6%	10%[38.3 µM]	16%	i	2%	22%[7.67 µM]	-2%	6%
Cc1ccccc1-c1nc(Cc2ccc(Cl)cc2)no1	1.1%	-5%[38.3 µM]	24%	-2%	2%	-6%[46.1 µM]	11%	5%
CCN(CC)S(=O)(=O)N1CCC(C(=O)NC(C)CCc2ccccc2)CC1 (stereo not given)	-1.2%	2%[38.3 µM]	-19%	6%	-2%	-2%[46.1 µM]	9%	6%
c1ccc(C[n+]2cccc(-c3ccccc3)c2)cc1	-1.1%	11%	-27%	-14%	1%	11%	4%	-15%
COc1cccc(NC(=O)COc2cccc(-n3cnnn3)c2)c1	-5.1%	9%	-6%	-1%	0%	-3%	-10%	3%
COC(=O)c1cc(Cl)c(NC(=O)Cc2ccccc2)cc1OC	4.0%	3%	1%	i	0%	-6%	-5%	8%
COc1ccc(Cc2nnc(SCC(=O)N3CCCC3)o2)cc1	-0.1%	11%	.	-8%	-4%	-7%	4%	4%
Cc1ccnc(N2C(=O)C3C4CC(C(Br)C4Br)C3C2=O)c1 (stereo not given)	3.8%	-14%[38.3 µM]	-11%	0%	-1%	-14%[46.1 µM]	-4%	-12%
O=S(=O)(c1ccc(Cl)s1)N1CCN(c2ncccn2)CC1	0.0%	26%[38.3 µM]	-23%	1%	2%	-13%[46.1 µM]	-1%	5%
Cn1c(N)c(C(=O)COC(=O)C2(c3ccc(F)cc3)CCCC2)c(=O)n(C)c1=O	0.9%	8%[38.3 µM]	-29%	-9%	-2%	-13%[46.1 µM]	0%	-19%
O=C(O)CC[P+](c1ccccc1)(c1ccccc1)c1ccccc1	.	6%	-21%[9.22 µM]	.	-5%[7.66 µM]	.	.	2%[14.2 µM]
Cc1ccc(-c2nn3c(C)nnc3c3ccccc23)cc1S(=O)(=O)NCc1ccco1	0.0%	8%[38.3 µM]	13µM*	12%	3%	?	7%	-14%
CN(c1ccc(C(=O)NCc2ccccc2)cc1)S(C)(=O)=O	0.0%	1%[38.3 µM]	19%	-14%	1%	1%[46.1 µM]	0%	4%
O=C(Nc1cccc(Cl)c1)c1cc(S(=O)(=O)NCCc2ccc(Cl)cc2)ccc1F	?	15%	-10%	-13%	-2%	?	7%	5%
SMILES	Epigenetic reg	IMPase Li cell	SMN2 splice enh	RECQ1 helicase	KinaseGlo FLuc	NPSR antag	JMJD2E inh	GoLoco inh red
CCOC(=O)C1C(=O)NC(N2CCN(c3ccccc3)CC2)=NC1c1ccccc1 (stereo not given)	-1.1%	20%[38.3 µM]	7%	-11%	-2%	?	-2%	3%
c1cc(C2CCN(Cc3nc(-c4ccc5c(c4)OCO5)no3)CC2)ccn1	5.2%	14%	.	-3%	-1%	-8%	-1%	-1%
CCN(CC)c1ncnc2c1ncn2Cc1c(Cl)cccc1Cl	-0.1%	15%	-62%[inhibitor]	-12%	1%	-23%	-8%	6%
COc1ccc(C(=O)N/C(N)=N/c2nc3ccccc3o2)cc1	-0.5%	-18%[38.3 µM]	-23%	-4%	-4%	-15%[46.1 µM]	?	8%
CC1(C)CC2CC(C)(CN2c2ncnc3ccccc23)C1 (stereo not given)	0.0%	38%[38.3 µM]	-109%[inhibitor]	-9%	-2%	-20%[46.1 µM]	-1%	4%
O=C(COC(=O)c1cc(S(=O)(=O)N2CCCCC2)ccc1Cl)NCc1ccco1	-1.5%	-5%	8%	-11%	-1%	2%	12%	0%
Cc1nn(-c2ccccc2)c2sc(C(=O)N3CCc4ccccc4C3)cc12	13%	18%[38.3 µM]	-24%	-10%	2%	?	?	-1%
O=[N+]([O-])c1cccc(-c2cnc3ccccc3n2)c1	-1.0%	.	.	2%	.	-3%	1%	-4%

Some of the entries so far, as comma-separated lines:
smiles,Epigenetic reg,IMPase Li cell,SMN2 splice enh,RECQ1 helicase,KinaseGlo FLuc,NPSR antag,JMJD2E inh,GoLoco inh red
COc1ccc(C(=O)N/C(N)=N/c2nc3ccccc3o2)cc1,-0.5%,-18%[38.3 µM],-23%,-4%,-4%,-15%[46.1 µM],?,8%
Cc1ccc(C2CC(c3cccc(C)c3)n3nc(N)nc3N2)cc1 (stereo not given),-1.0%,9%,-5%,-2%,4%,2%,?,-7%
O=C(CCc1c[nH]c2ccccc12)NCC1CCCO1 (stereo not given),-0.6%,10%[38.3 µM],16%,i,2%,22%[7.67 µM],-2%,6%
